PglD DTNB – C. jejuni PglD acetyltransferase inhibitors, primary screen, biochemical, DTNB colorimetric, single point | UDP-N-acetylbacillosamine N-acetyltransferase PglD (Campylobacter jejuni) | purified PglD enzyme, DTNB colorimetric CoA detection | inhibition, % at 12.5 µM | 360,000 compounds, 0.098% hits | AID 602405, 2012; in the data active means inhibition above about 16%, passing the limit was not always enough; inconclusive means no clear call, values can overlap the other calls; further: strong numbers were not always called active
ERp5 block – inhibitors of ERp5-driven insulin aggregation, primary screen, biochemical, turbidity, absorbance 650 nm, single point; 90 min; 350,000 compounds, 0.05% hits; inhibition, % at 9.99 µM; Protein disulfide-isomerase A6 (Homo sapiens), Q15084;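 active means mean replicate inhibition above about 25%, with every replicate also reaching it, limit read from the data, passing the limit was not always enough; inconclusive means only one of those two criteria met; inactive means neither criterion met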
SIRT5 block – SIRT5 desuccinylase inhibitors, primary screen, biochemical, fluorescence imaging, single point, set 5 | NAD-dependent protein deacylase sirtuin-5, mitochondrial (Homo sapiens), Q9NXA8 | Purified SirT5, succinyl-peptide AMC, trypsin-coupled fluorescence | inhibition, % at 15 µM | 330,000 compounds, 1.1% hits; in the data active means inhibition above about 15%; inconclusive means no clear call, values can overlap the other calls
Target sequence (Q9NXA8 whole entry, looked up): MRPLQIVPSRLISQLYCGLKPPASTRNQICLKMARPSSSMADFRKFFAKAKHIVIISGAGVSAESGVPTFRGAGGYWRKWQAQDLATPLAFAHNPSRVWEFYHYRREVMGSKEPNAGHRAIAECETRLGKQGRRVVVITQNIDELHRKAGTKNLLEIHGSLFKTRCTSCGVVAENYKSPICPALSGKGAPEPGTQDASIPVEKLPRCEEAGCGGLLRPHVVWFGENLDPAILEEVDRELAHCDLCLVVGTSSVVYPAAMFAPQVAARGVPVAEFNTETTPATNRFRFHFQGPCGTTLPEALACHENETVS
E-sel inducer – E-selectin induction in HUVECs, primary screen, imaging, HUVEC, immunofluorescence imaging, single point; P16581; activation, % at 7.58 µM; 260,000 compounds, 0.37% hits; normalized: neutral wells 0, TNF-alpha wells 100;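 active means mean E-selectin-positive cell signal at least 10% of the positive control, reached in at least 60% of replicates, without over 20% cell loss; inconclusive means no rule given, readout overlaps actives, possibly toxicity-flagged; inactive means the rest, including those meeting only one limit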;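 further: in these data hits start at about 27%; measured in HUVEC primary endothelial cells; signal is the percent of cells scored E-selectin positive by PE staining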
Target sequence (P16581 whole entry, looked up): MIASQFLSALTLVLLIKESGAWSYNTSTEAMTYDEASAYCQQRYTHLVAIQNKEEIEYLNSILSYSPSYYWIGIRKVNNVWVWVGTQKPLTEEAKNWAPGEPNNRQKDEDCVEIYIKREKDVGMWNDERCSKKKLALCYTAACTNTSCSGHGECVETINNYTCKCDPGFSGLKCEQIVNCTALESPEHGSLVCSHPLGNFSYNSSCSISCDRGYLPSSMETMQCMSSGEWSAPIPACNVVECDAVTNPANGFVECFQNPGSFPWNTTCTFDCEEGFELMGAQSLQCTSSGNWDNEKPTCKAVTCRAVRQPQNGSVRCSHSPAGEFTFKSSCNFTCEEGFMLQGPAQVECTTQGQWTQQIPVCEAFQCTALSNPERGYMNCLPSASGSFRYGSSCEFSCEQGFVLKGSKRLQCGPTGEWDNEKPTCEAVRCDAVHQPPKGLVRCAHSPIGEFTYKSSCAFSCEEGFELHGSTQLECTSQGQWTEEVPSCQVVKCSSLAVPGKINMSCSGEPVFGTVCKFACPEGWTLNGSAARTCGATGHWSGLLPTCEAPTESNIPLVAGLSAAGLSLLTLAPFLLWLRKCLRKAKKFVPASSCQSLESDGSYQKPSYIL
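System: HUVEC / Compound: single concentration / Signal: immunofluorescence imaging / Read-out: percent E-selectin-positive cells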
Statin myotox sup – suppressors of statin myotoxicity in C2C12 myotubes, primary screen, cell-based, single point, plate reader; C2C12 myotubes + simvastatin, ATP luminescence, 48 h; scaled: DMSO 0, geranylgeraniol control 100; rescue of ATP level, % at 7.49 µM; 330,000 compounds, 0.78% hits;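 active means mean ATP rescue above about 67%, or every replicate alone reaching that limit, limit read from the data, passing the limit was not always enough; inconclusive means no clear call, values can overlap the other calls; inactive means mean under the limit and some replicate under it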;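 further: myotubes were challenged with 10 µM simvastatin during compound exposure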
DENV2 CPE – inhibitors of DENV2 cytopathic effect, primary screen, cell-based, plate reader, single concentration; CPE inhibition, % at 9.99 µM; 350,000 compounds, 1.7% hits; AID 651640, 2012; DENV2-infected cells, cytopathic effect rescue; in the data active means CPE inhibition above about 20%, passing the limit was not always enough; inconclusive means no clear call, values can overlap the other calls; tested in BHK-21 cells;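 further: 0% = median of neutral control wells and 100% = median of positive control wells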
S100A4 inh HTS – inhibitors of S100A4-myosin IIA peptide binding, primary screen, biochemical, fluorescence polarization, TAMRA-MyoIIA peptide; Protein S100-A4 (Homo sapiens), P26447; inhibition, % at 10.7 µM; 360,000 compounds, 0.14% hits;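 active means mean inhibition of at least 70% across replicates, with every replicate also reaching that level; inconclusive means mean inhibition reaches 70% but some replicates fall short; inactive means mean inhibition below 70%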
Target sequence (P26447 whole entry, looked up): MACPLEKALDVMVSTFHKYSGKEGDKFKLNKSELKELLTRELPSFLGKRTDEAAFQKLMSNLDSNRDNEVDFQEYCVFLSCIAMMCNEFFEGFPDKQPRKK
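System – human S100A4 monomer protein, biochemical binding assay · Buffer or medium – Calcium-containing HEPES buffer, pH 7.2 · Timing – 5 min between mix addition and reading · Also added – TAMRA-labelled myosin IIA heavy-chain peptide probe, 5 nM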
Numbers without * were called inactive; ? = inconclusive; · = not tested or not shown; & = joins results of further samples.

SMILES | PglD DTNB | ERp5 block | SIRT5 block | E-sel inducer | Statin myotox sup | DENV2 CPE | S100A4 inh HTS
C[C@@H]1CCCCO[C@H](CN(C)C(=O)Nc2ccc(C(F)(F)F)cc2)[C@H](C)CN([C@@H](C)CO)C(=O)c2cc(NS(=O)(=O)c3ccccc3)ccc2O1 | -4 | -4 | 0 | 0.0 | · | 40* | -7
Cc1ccc(C(=O)N2CCC[C@@H]2C(=O)N2CCC[C@@H]2C(=O)NCc2ccccc2)cc1 | · | 2 | · | 0.2 | · | 1 | 11
O=C(O)CC1NC(=S)N(Cc2ccccc2)C1=O (stereo not given) | -1 | 7 | -6 | -0.2 | -5 | -12 | 11
CN(C(=O)CSc1nc(-c2ccccc2)cs1)C1CCS(=O)(=O)C1 (stereo not given) | 2 | 4 | 1 | · | 1 | · | -1
O=C(C[C@H]1C[C@H]2c3cc(NC(=O)Cc4ccncc4)ccc3O[C@H]2[C@@H](CO)O1)NCc1ccccn1 | 2 | 0 | -1 | 0.5 | 1 | -3 | -20
Cc1ccnc(NC(=O)COc2ccc(Cl)cc2)n1 | 0 | 3 | -6 | -0.1 | 1 | 3 | 0
C/C(CC(=O)Nc1ccc(C)c(Cl)c1)=N\NC(=O)c1ccccn1 | 0 | 1 | -5 | 0.1 | 14 | 2 | 6
CCCN(C[C@@H]1[C@@H](c2ccccc2)[C@H](CO)N1C(C)=O)C(=O)NC(C)C | -5&3 | 2&-7 | -10&-9 | 0.0 | -6&-13 | -7&15 | 14&-4
CS(=O)(=O)N1CCCCC1CCN1CCCCC1 (stereo not given) | 1 | 1 | -2 | 0.5 | 5 | 7 | 1
O=C(NCCN1CCOCC1)c1cc2ccccc2oc1=O | -9 | -1 | 7 | -0.1 | 4 | -6 | 0
Cc1ccc(Cl)cc1NC(=O)CCS(=O)(=O)c1cccc2nonc12 | 1 | 2 | · | -0.2 | 0 | 0 | 7
Cc1ccc(S(=O)(=O)N(C)C[C@H]2Oc3c(NC(=O)c4cc(C)nn4C)cccc3C(=O)N([C@@H](C)CO)C[C@H]2C)cc1 | 3 | 1 | -3 | 0.1 | 41 | 5 | -8
CCOc1cc(C(=S)N2CCOCC2)ccc1OC(=O)c1cccc(C)c1 | -3 | -10 | -3 | 0.1 | 2 | 0 | 2
Cc1csc2nc(NC(=O)c3ccccc3)sc(=O)c12 | -4 | 3 | -2 | · | · | 5 | -11
CCOc1ccc(N2CC(C(=O)NNC(=O)c3ccc(F)cc3)CC2=O)cc1 (stereo not given) | -4 | 2 | 0 | 0.9 | 4 | -5 | 0
O=C(COc1ccc(Cl)cc1)Nc1ccc2oc(=O)ccc2c1 | 8 | 2 | -2 | · | -5 | -2 | -5
C[C@@H]1CN([C@@H](C)CO)S(=O)(=O)c2ccc(C#CCC3CCCC3)cc2O[C@@H]1CN(C)C | 1 | -10 | 2 | -0.1 | -17 | -3 | 13
C[C@@H]1CN([C@H](C)CO)C(=O)c2cccc(NS(C)(=O)=O)c2O[C@@H]1CN(C)C(=O)Nc1ccccc1 | -3 | 8 | -11 | -18 | -15 | 2 | 4
O=C(Nc1ccccc1)N1CC(=O)N2[C@H](CO)[C@H](c3ccc(C#CC4CCCC4)cc3)[C@@H]2C1 | · | 5 | -5 | -0.6 | · | 1 | -11
C[C@@H]1CN([C@H](C)CO)C(=O)c2cc(NC(=O)NC3CCCCC3)ccc2O[C@@H](C)CCCCO[C@@H]1CN(C)Cc1ccc(Cl)c(Cl)c1 | -5 | 4 | 24* | 0.1 | 65 | -4 | 16
CNC[C@H]1Oc2c(NC(=O)Nc3ccc(F)cc3)cccc2C(=O)N([C@@H](C)CO)C[C@@H]1C | 1 | 2 | -2 | 1.4 | -5 | ? | 1
N/C(=N\OC(=O)c1cccc(Br)c1)c1ccc([N+](=O)[O-])cc1 | -3 | 1 | 2 | 0.6 | 3 | -1 | 0
COc1cc(/C=N/NC(=O)c2cc3ccccc3[nH]2)ccc1O | 1 | -3 | -1 | · | 8 | -3 | -6
CC(=O)N1c2ccc(S(=O)(=O)NCCC(=O)N3CCC(C)CC3)cc2CC1C (stereo not given) | 1 | -10 | -2 | · | 4 | 7 | -2
C[C@@H]1CCCCO[C@H](CN(C)C(=O)CCC(F)(F)F)[C@@H](C)CN([C@H](C)CO)C(=O)c2cc(N(C)C)ccc2O1 | 1 | -5 | 0 | -0.1 | -28 | -8 | -8

Remaining list, next part.
SMILES | PglD DTNB | ERp5 block | SIRT5 block | E-sel inducer | Statin myotox sup | DENV2 CPE | S100A4 inh HTS
COc1ccc(NC(=O)C(=O)Nc2cccc3cccnc23)cc1OC | -1 | 3 | -2 | · | -2 | -4 | -3
CCOc1ccccc1N(CC(=O)Nc1cc(OC)ccc1OC)S(=O)(=O)c1ccccc1 | 10 | 4 | -1 | · | -8 | -9 | -1
O=C(CC1NC(=S)NC1=O)c1ccc(Cl)cc1 (stereo not given) | 4 | -6 | 1 | -0.2 | 10 | -1 | 1
COc1ccc(Oc2cccc(Cl)c2CNC(=O)CC(C)(C)CC(=O)O)cc1 | · | -7 | -8 | · | 14 | -2 | 2
COc1ccc(NC(=O)C2CCCN(C(=O)Nc3cccc(OC)c3)C2)cc1 (stereo not given) | 2 | 5 | 1 | · | 25 | -4 | -3
CCOc1ccc(-n2c(SCC(=O)N3CCc4ccccc43)nnc2-c2c[nH]c3ccccc23)cc1 | 0 | 4 | -2 | -0.5 | 7 | 1 | 4
CN1C(=O)c2cc(NC(=O)C3CCCC3)ccc2OC[C@@H]2O[C@@H](CC(=O)NCC3CC3)CC[C@@H]21 | 2 | -1 | 3 | 0.0 | -33 | -3 | -2
COc1ccc(-c2ccc(C3[C@@H]4CN(C(=O)Nc5cccc(F)c5)C[C@H]3N4)cc2)cc1 (stereo not given in full) | · | 7&1 | 6&12 | -0.5 | · | 0&6 | 0&4
Cc1nc(NCCc2ccc(F)cc2)c(C#N)c(C)c1[N+](=O)[O-] | · | 0 | 2 | 0.9 | · | 0 | 2
O=C(Cc1ccccc1[N+](=O)[O-])NCCCc1ccccc1 | -1 | -2 | 2 | -0.1 | 7 | 1 | -5
CCC(=O)Nc1ccc(-c2nc3ccccc3c(=O)o2)cc1 | · | -7 | -1 | · | · | -9 | 2
Cc1noc(C)c1COc1ccc(C(=O)Nc2nnc(CC(C)C)s2)cc1 | -6 | -2 | -2 | -0.7 | 45 | 6 | 2
Cc1ccccc1C(=O)Nc1nnc(SCC(=O)NCc2ccco2)s1 | -1 | -8 | 0 | -0.1 | · | -10 | 6
COc1cccc(NC(=O)Nc2ccc3c(c2)C(=O)N(C)[C@@H]2CC[C@@H](CC(=O)O)O[C@H]2CO3)c1 | 6 | · | · | 0.0 | -14 | 1 | ·
Cc1ccc(C(=O)OCC(=O)NCCC2=CCCCC2)s1 | 3 | -4 | -2 | 0.0 | 5 | 4 | -6
CC(=O)N1CC2(C1)[C@@H](c1ccc(-c3ccc(F)cc3)cc1)[C@H](CO)N2C(C)=O | · | 2 | -6 | 0.1 | · | 7 | -13
Cn1cc(SCC(=O)N2CCCc3ccccc32)c2ccccc21 | 2 | -8 | -1 | · | 12 | 10 | 0
CCN(CC)c1ccc(/C=N/NC(=O)c2cnccn2)c(O)c1 | · | -15 | -1 | 5.7 | · | · | -2
C[C@@H]1CCCCO[C@H](CN(C)C(=O)Nc2ccc(C(F)(F)F)cc2)[C@@H](C)CN([C@@H](C)CO)C(=O)c2cc(NC(=O)CCC(F)(F)F)ccc2O1 | -3 | 0 | -1 | 0.0 | · | 8 | -8
O=C(NCCOc1ccccc1)C1CCC(=O)N(CCc2ccc(Cl)cc2)C1 (stereo not given) | -2 | -3 | 1 | -0.2 | 7 | -8 | 0
CCNc1nc(NCC)nc(SCCOC(=O)COc2ccc(Cl)cc2Cl)n1 | 3 | -3 | -5 | · | 19 | · | -1
O=C(C[C@H]1CC[C@H](NS(=O)(=O)c2ccccc2)[C@@H](CO)O1)NCc1ccncn1 | 2 | ? | 1 | -1.7 | -10 | 15 | 3
CCN(CC)C1Oc2cc3c(cc2C(c2cccc(OC)c2O)C1C)OCO3 (stereo not given) | · | -10 | 0 | -0.2 | · | -13 | -2
CCCN1C(=O)S/C(=C/c2ccc(N3CCOCC3)o2)C1=O | -3 | -4 | 1 | 0.1 | 23 | 18 | -5
COc1ccccc1C(=O)Nc1cccnc1 | 2 | 0 | -2 | · | 4 | 1 | -2

Continued.
SMILES | PglD DTNB | ERp5 block | SIRT5 block | E-sel inducer | Statin myotox sup | DENV2 CPE | S100A4 inh HTS
CCOc1ccccc1Nc1ncnc2c1cnn2-c1ccccc1 | -3 | -1 | 1 | 0.1 | 8 | ? | -1
Cc1cc(S(=O)(=O)NCCN2CCOCC2)ccc1Cl | 5 | 1 | 0 | 1.9 | 2 | -5 | 16
C[C@@H]1CN([C@@H](C)CO)C(=O)Cc2cc(NC(=O)Nc3ccc(C(F)(F)F)cc3)ccc2O[C@@H]1CN(C)C(=O)NC1CCCCC1 | 2 | -1 | 3 | 5.3 | -192 | -1 | 10
O=C(NN=C(Cc1ccccc1)Cc1ccccc1)C1CC1 | 0 | 3 | -1 | · | -3 | 5 | 5
C[C@H](CO)N1C[C@H](C)[C@H](CN(C)Cc2ccncc2)Oc2cc(-c3cccnc3)ccc2S1(=O)=O | -2 | -9 | -5 | -0.5 | -28 | -7 | -22
N#C[C@H]1[C@@H](c2ccccc2C2=CCCCC2)[C@@H](CO)N1C(=O)C1CCOCC1 | · | 1 | 4 | -0.1 | · | -2 | 10
CC(C)NC(=O)N(C)C[C@H]1OCCCC[C@H](C)Oc2ccc(NC(=O)NC3CCCCC3)cc2C(=O)N([C@@H](C)CO)C[C@H]1C | -1 | 4 | 0 | -0.1 | -30 | -3 | 1

Filtered by structure, the compounds so far containing an aryl methoxy group
SMILES | PglD DTNB | ERp5 block | SIRT5 block | E-sel inducer | Statin myotox sup | DENV2 CPE | S100A4 inh HTS
COc1cc(/C=N/NC(=O)c2cc3ccccc3[nH]2)ccc1O | 1 | -3 | -1 | · | 8 | -3 | -6
COc1ccc(NC(=O)C(=O)Nc2cccc3cccnc23)cc1OC | -1 | 3 | -2 | · | -2 | -4 | -3
CCOc1ccccc1N(CC(=O)Nc1cc(OC)ccc1OC)S(=O)(=O)c1ccccc1 | 10 | 4 | -1 | · | -8 | -9 | -1
COc1ccc(Oc2cccc(Cl)c2CNC(=O)CC(C)(C)CC(=O)O)cc1 | · | -7 | -8 | · | 14 | -2 | 2
COc1ccc(NC(=O)C2CCCN(C(=O)Nc3cccc(OC)c3)C2)cc1 (stereo not given) | 2 | 5 | 1 | · | 25 | -4 | -3
COc1ccc(-c2ccc(C3[C@@H]4CN(C(=O)Nc5cccc(F)c5)C[C@H]3N4)cc2)cc1 (stereo not given in full) | · | 7&1 | 6&12 | -0.5 | · | 0&6 | 0&4
COc1cccc(NC(=O)Nc2ccc3c(c2)C(=O)N(C)[C@@H]2CC[C@@H](CC(=O)O)O[C@H]2CO3)c1 | 6 | · | · | 0.0 | -14 | 1 | ·
CCN(CC)C1Oc2cc3c(cc2C(c2cccc(OC)c2O)C1C)OCO3 (stereo not given) | · | -10 | 0 | -0.2 | · | -13 | -2
COc1ccccc1C(=O)Nc1cccnc1 | 2 | 0 | -2 | · | 4 | 1 | -2

Screening data from PubChem.

An excerpt (hit frequency here may not be typical).
